# STAT1 activator = STAT1 signaling activators, primary screen, cell-based, HTS, luciferase reporter. NIH 3T3 STAT1-luciferase reporter, IFN-gamma, luminescence; 100% = IFN-gamma alone, no compound. activation (% of control), % at 5.5 µM. hit rate 2.6% among 200,000. AID 932, 2007;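 active = activation above the screen-wide mean activation plus 3 SD, cut at about 130% in these data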;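 note: raw ratio to IFN-gamma control signal so 100% means no change and 0% no light; values of inactives mirror those of a sister screen read the other way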
# STAT3 inh = IL-6 driven STAT3 reporter inhibitors, primary screen, U3A cells, luciferase, luminescence, MLSCN library; IL-6 STAT3-luciferase reporter; host cell line lacks STAT1; inhibition, % at 5.5 µM; hit rate 0.89% among 190,000;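 active = inhibition above the mean inhibition across all screened compounds plus 3 SD, cut at about 44% in these data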;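 note: 0% = DMSO only wells and 100% = 100 µM nifuroxazide control wells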
# NF-kB expr up = activators of NF-kB expression in neurons, primary screen, cell-based, HTS; human neuronal cells, NF-kB reporter expression; hits give high values; fold change at 12.5 µM; hit rate 1.6% among 190,000; AID 1239, 2008; in the data active = fold change above about 3.3
# APP 5UTR inh = inhibitors of APP translation via 5'UTR reporter, primary screen, APP 5'UTR luciferase, SH-SY5Y cells. inhibition, % at 2 µM. SH-SY5Y APP 5'UTR-luciferase reporter, luminescence. AID 1285, 2008. hit rate 0.82% among 190,000;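 active = inhibition above a set limit, derived from the sample mean plus 3 SD, cut at about 45% in these data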; note: values of inactives mirror those of a sister screen read the other way
# APP 5'UTR act = activators of APP 5'UTR luciferase reporter, primary screen, SH-SY5Y cells; SH-SY5Y APP 5'UTR luciferase reporter, luminescence; zero percent = DMSO vehicle wells; activation, % at 2 µM; hit rate 1% among 190,000;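 active = activation above a set limit, based on mean plus 3 SD of controls, cut at about 140% in these data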; note: values of inactives mirror those of a sister screen read the other way
# FLuc inh counter = firefly luciferase enzyme inhibitors, primary screen, artefact control for luciferase-based inhibitor screens, biochemical, luminescence, ATPLite; inhibition, % at 10 µM; 10 min; Luciferin 4-monooxygenase (Photinus pyralis), P08659; hit rate 1.5% among 200,000;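 active = inhibition above about 50% when tested at 10 µM, limit read from the data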
# Target sequence (P08659 whole entry, looked up): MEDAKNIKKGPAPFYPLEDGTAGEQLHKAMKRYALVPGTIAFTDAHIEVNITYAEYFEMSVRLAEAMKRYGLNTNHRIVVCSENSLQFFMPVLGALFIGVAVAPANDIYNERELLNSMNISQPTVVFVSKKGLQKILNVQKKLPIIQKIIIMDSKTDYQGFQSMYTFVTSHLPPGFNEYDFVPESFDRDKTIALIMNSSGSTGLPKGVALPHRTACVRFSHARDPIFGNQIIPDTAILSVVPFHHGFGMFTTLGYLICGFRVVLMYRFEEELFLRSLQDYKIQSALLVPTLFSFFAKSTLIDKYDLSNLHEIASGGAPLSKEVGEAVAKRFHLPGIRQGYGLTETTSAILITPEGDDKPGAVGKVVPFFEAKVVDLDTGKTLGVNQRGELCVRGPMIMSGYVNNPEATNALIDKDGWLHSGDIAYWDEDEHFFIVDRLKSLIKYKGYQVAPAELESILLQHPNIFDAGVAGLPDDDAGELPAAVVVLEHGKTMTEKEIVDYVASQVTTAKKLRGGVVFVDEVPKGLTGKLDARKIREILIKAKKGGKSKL
# RAM network inh = inhibitors of the yeast RAM network, primary screen, dse1pr::URA3 reporter, 5-FOA selection. S. cerevisiae dse1pr::URA3 reporter, 5-FOA growth OD615, 2 d; analog-sensitive cbk1-as2 kinase mutant strain. AID 868, 2007. inhibition, % at 50 µM. hit rate 1.8% among 190,000;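 active = inhibition above a set limit, 3 SD over mean compound inhibition, cut at about 8.4% in these data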;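 note: 0% = DMSO-only wells with no growth and 100% = 10 µM 1-NA-PP1 full growth; inhibition rescues growth on 5-FOA so higher OD means more RAM inhibition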
# STAT1 blocker = STAT1 signaling inhibitors, primary screen, cell-based, HTS, luciferase reporter | NIH 3T3 STAT1-luciferase reporter, IFN-gamma, luminescence | inhibition, % at 5.5 µM | hit rate 0.35% among 200,000 | AID 920, 2007;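 active = inhibition above a set limit, the mean inhibition across all tested compounds plus 3 SD, cut at about 34% in these data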;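 note: 0% = IFN-gamma with DMSO and 100% = IFN-gamma with 300 µM nifuroxazide; values of inactives mirror those of a sister screen read the other way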
# STAT3 act = IL-6 driven STAT3 reporter potentiators, primary screen, U3A cells, luciferase, luminescence, MLSCN library. activation (% of control), % at 5.6 µM. hit rate 0.91% among 190,000. IL-6 STAT3-luciferase reporter; 100% = signal with IL-6 EC80 alone;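 active = activation above the screen-wide mean of compound activation plus 3 SD, cut at about 130% in these data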;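 note: 0% = background luminescence of wells with medium and substrate only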
#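 Test system: STAT3-luciferase reporter U3A cells; Detection: reporter luminescence signal; Times: 1 h compound pre-exposure, 6 h IL-6 stimulation, 37 °C; Benchmarks: IL-6-only high control; Also added: IL-6 stimulus at 33 ng/mL final.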
# Hsp70 activator = Hsp70 transcriptional activators, primary screen, cell-based, HeLa, Hsp70 promoter luciferase, luminescence, 10 µM; AID 1203, 2008; hit rate 0.04% among 200,000; HeLa Hsp70 promoter luciferase reporter; scaled: vehicle 0, proteasome-inhibitor control 100%; activation, % at 10 µM;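 active = activation above the mean across all tested compounds plus 3 SD, cutoff set per campaign, cut at about 5.5% in these data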;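 note: 100% = MG132 at 30 µM as the positive control and 0% = DMSO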
# Starred values were filed as active, the others as inactive.
# Below each compound: STAT1 activator	STAT3 inh	NF-kB expr up	APP 5UTR inh	APP 5'UTR act	FLuc inh counter	RAM network inh	STAT1 blocker	STAT3 act	Hsp70 activator
> O=C(Cn1c(=O)sc2ccccc21)Nc1ccccc1C(=O)O
  98.3	-0.3	1.22	16.3	-16.2	-3.2	5.1	1.8	103.6	-0.2
> CC(C)N(C(=O)C1CC(=O)OC12CCCCC2)C(C)C (stereo unspecified)
  102.3	5.8	1.11	-1.5	1.5	-2.0	0.0	-2.5	101.5	-0.3
> Cc1ccc(-c2cc(C(F)(F)F)c(C#N)c(SCCC#N)n2)o1
  101.0	-6.9	1.05	4.5	-4.5	-4.2	2.2	-1.5	109.0	-0.2
> Cn1nnnc1SCC(=O)NCc1cccc(C(=O)O)c1
  101.5	6.6	1.09	-9.4	9.4	-3.5	-0.3	-1.6	97.4	-0.3
> CCOC(=O)/C=C/C(=O)Nc1ccc(Oc2ccccc2)cc1
  103.0	-14.7	1.55	23.3	-23.3	-9.5	4.4	-5.2	114.6	-0.2
> C=CCNC(=O)c1ccc(Cn2c(=S)[nH]c3cc4c(cc3c2=O)OCO4)cc1
  95.5	-4.4	0.93	-18.7	18.7	-6.8	4.0	5.0	106.4	-0.1
> COc1ccc(OCCOC(=O)c2nc3nccc(C)n3n2)cc1
  103.0	-1.4	1.07	13.0	-13.0	-3.7	2.4	-3.4	102.7	-0.2
> CCCC(=O)Nc1ccc(Cl)c(NC(=O)c2cccc(OC)c2)c1
  95.2	13.7	0.9	-0.9	0.9	-2.2	1.4	5.4	95.7	0.2
> COC(=O)C(c1cc(OC)c(O)c(OC)c1)(N1CCNC(C)C1)C(F)(F)F (stereo unspecified)
  95.2	2.6	1.07	-13.1	13.1	0.1	2.6	3.4	101.5	-0.3
> COC(=O)/C=C1/N/C(=N\c2nc(C)cc(C)n2)N(c2ccc(Cl)cc2)C1=O
  103.3	-4.6	1.05	5.3	-5.3	-6.4	0.5	-3.7	103.8	-0.5
> COc1ccc(N2C(=O)CC(Sc3ccccc3C(=O)O)C2=O)c([N+](=O)[O-])c1 (stereo unspecified)
  96.2	8.5	1.16	27.6	-27.6	-2.0	0.7	2.0	98.7	-0.3
> Cc1ccc(C(c2nnnn2CC2CCCO2)N2CCN(C)CC2)cc1 (stereo unspecified)
  104.2	10.6	1.15	11.8	-11.8	-9.0	1.0	-5.6	100.7	-0.1
> O=C(O/N=C\c1ccc(N2CCCCC2)c([N+](=O)[O-])c1)c1c(F)cccc1F
  102.2	13.2	1.18	-5.5	5.5	-0.2	6.2	-2.4	92.2	-0.5
> CCCc1cc(=O)[nH]c(SCc2ccccc2Cl)n1
  97.5	1.9	0.81	20.6	-20.6	-6.3	1.0	2.7	101.4	-0.1
> CN(C)C(=S)c1ccc2ccccc2n1
  94.8	-5.3	0.71	5.0	-5.0	-5.0	1.2	5.7	107.0	-0.1
> CCc1cc2cc3c(cc2nc1SCC(=O)OC(C)C)OCO3
  104.9	-3.2	1.04	-10.1	10.1	-2.3	2.6	-6.4	109.7	0.4
> Cc1nnc(-c2cnn(C)c2N)n1CCCN1CCOCC1
  106.8	5.4	1.11	-6.5	6.5	-6.1	0.4	-8.8	101.2	0.6
> CCOC(=O)C(NCc1ccc2c(c1)OCO2)(NC(=O)CC)C(F)(F)F (stereo unspecified)
  104.2	0.6	1.47	-23.5	23.5	-4.2	-0.8	-4.6	105.0	0.1
> COc1ccc(/C(N)=N/OC(=O)Oc2ccccc2)cc1OC
  96.5	-4.2	0.92	-2.8	2.8	3.5	1.1	3.9	105.8	-0.2
> CCOC(=O)c1cc2occc2n1CC(=O)N1CCOCC1
  100.9	15.3	1.11	-10.1	10.1	-7.2	1.2	-0.4	92.1	-0.2
> CCCCNC(=O)c1ccc(NC(C)=O)c(Cl)c1
  93.5	4.0	1.28	1.9	-1.9	-3.8	-0.4	5.7	100.5	-0.2
> COc1ccc(NC2CC(=O)N(c3cc([N+](=O)[O-])ccc3C)C2=O)cc1 (stereo unspecified)
  104.7	7.2	1.04	-16.4	16.4	-5.1	-0.6	-7.0	95.8	-0.4
> COc1ccc(N=C2NC(=O)/C(=C\C=C\c3ccccc3)S2)cc1
  88.3	22.7	1.18	-7.2	7.2	-2.1	1.4	10.7	83.2	-0.4
> CC(C)COC(=O)c1cccc2c1-c1ccccc1/C2=N\O
  99.7	11.3	2.7	-28.7	28.7	-3.6	8.3	-1.2	92.3	0.2
> CCOC(=O)c1ccccc1NS(=O)(=O)c1ccccc1
  99.5	6.7	1.12	-20.2	20.2	-3.4	1.1	-0.3	96.9	-0.2
> Cc1cc(C)c2c(NC(=O)CCl)nn(C)c2n1
  99.7	9.5	2.02	6.9	-6.9	-9.0	-0.3	-1.2	93.1	-0.3
> CC(C)CCSc1ncnc2c1oc1nc3c(cc12)COC(C)(C)C3
  101.9	9.4	0.98	-10.6	10.6	-11.1	0.9	-2.1	94.9	-0.1
> COc1ccccc1NC(=O)COc1ccccc1C(=O)Nc1ccccc1
  97.4	-1.0	0.56	-7.0	7.0	0.5	3.9	-0.1	105.0	-0.1
> Cc1cc(NC(=O)COc2cccc(C)c2C)no1
  98.4	15.5	1.66	7.0	-7.0	5.4	2.5	1.8	91.4	0.3
> c1ccc2c(-c3cn4ccccc4n3)c[nH]c2c1
  150.0*	-16.7	3.4*	-149.3	149.3*	22.0	1.9	-50.6	119.0	0.0

# Limited to STAT3 inh and NF-kB expr up, for two of the compounds above:
structure | STAT3 inh | NF-kB expr up
CCCc1cc(=O)[nH]c(SCc2ccccc2Cl)n1 | 1.9 | 0.81
CN(C)C(=S)c1ccc2ccccc2n1 | -5.3 | 0.71

# Continued.
# Below each compound: STAT1 activator	STAT3 inh	NF-kB expr up	APP 5UTR inh	APP 5'UTR act	FLuc inh counter	RAM network inh	STAT1 blocker	STAT3 act	Hsp70 activator
> C=CCC(C#Cc1ccccc1)[N+](C)(C)CC=C (stereo unspecified)
  99.0	-3.1	1.01	10.0	-10.0	-9.9	1.6	1.1	102.8	-0.1
> Nc1ncnc2c1C1(CCCCC1)Cc1ccccc1-2
  101.6	16.1	1.13	5.8	-5.8	-5.6	1.5	-1.8	89.2	-0.2
> CC1(C)CC(NCc2ccncc2)CC(C)(C)N1
  100.1	17.1	0.96	-4.8	4.8	-6.9	0.4	-0.5	89.0	-0.1
> CC(=O)Cn1cnc2sc(-c3ccccc3)cc2c1=O
  144.8*	-22.1	3.74*	-86.0	86.0	27.5	1.5	-48.8	118.8	-0.1
> Cc1cc(=O)oc2cc(OCC(O)CN3CCN(c4ccc(F)cc4)CC3)ccc12 (stereo unspecified)
  100.0	9.4	0.61	32.9	-16.7	-7.3	0.8	-1.2	97.4	-0.3
> O=C(Cn1c(=O)oc2cc(S(=O)(=O)N3CCCC3)ccc21)N1CCN(c2ccccn2)CC1
  102.5	9.9	0.95	-2.2	2.2	-3.2	-0.3	-1.7	92.1	-0.4
> COc1ccc(Cl)cc1NC(=O)CSc1nc(C)cc(C)n1
  102.8	-7.8	0.91	-7.5	7.5	-5.0	-1.5	-5.0	108.7	-0.2
> CN(CCc1cnn(C)c1)Cc1cn(C)nc1-c1ccc2c(c1)OCCO2
  100.6	0.6	1.04	-14.4	14.3	-7.4	0.5	-2.5	101.5	0.0
> CSc1ccc(CN(C)CC(=O)NC(C)c2ccccc2)cc1 (stereo unspecified)
  91.1	-17.2	1.28	-6.2	6.2	-4.4	-0.1	8.1	115.7	-0.3
> CC(=O)Nc1ccc(S(=O)(=O)NC(CC(=O)NCCc2ccccc2)C(C)C)cc1 (stereo unspecified)
  105.0	2.2	1.64	-1.5	1.5	-6.4	2.2	-5.4	101.1	-0.1
> Cc1noc(C)c1COc1cccc(C(=O)OCC(=O)NCCN2C(=O)CSC2=O)c1
  96.3	4.4	1.1	-19.7	19.7	-3.2	-0.6	2.3	98.2	-0.2
> COc1ccc2[nH]c(C(=O)O)c(CCC(=O)O)c2c1
  105.2	-2.5	1.22	-9.6	9.6	0.4	1.2	-0.5	103.9	0.5
> COC(=O)c1ccc(Cc2ccccc2)o1
  111.2	-2.4	1.07	1.8	-1.8	5.0	1.1	-12.1	103.2	0.3
> C=CCN(C(=O)COc1ccccc1)c1nnc(-c2ccncc2)s1
  98.2	1.8	0.93	-21.1	21.1	-4.1	0.2	1.9	101.4	-0.2
> CC1(C)CC2(C)Nc3ccccc3N2C(=S)N1 (stereo unspecified)
  97.2	-5.8	1.06	0.1	-0.1	-2.4	0.5	3.1	103.4	-0.1
> C/C(CC(=O)Nc1ccc(N(C)C)cc1)=N\NC(=O)Cc1csc(N)n1
  107.6	-4.3	1.12	9.8	-9.8	4.2	1.3	-8.6	101.6	-0.2
> O=C(NCc1ccc(Cl)cc1)c1cc(-c2cccs2)on1
  100.8	1.9	1.13	15.8	-15.8	-6.0	0.8	-0.9	102.7	-0.1
> CCn1c(NCc2ccco2)nc2c1c(=O)n(C)c(=O)n2C
  94.2	-2.0	0.97	-4.3	4.3	-0.4	0.2	6.3	105.2	0.1
> O=C(Cc1ccc(Cl)c(Cl)c1)Nc1ccc(SC(F)F)cc1
  103.6	-3.4	1.21	1.7	-1.7	-7.2	7.2	-4.1	103.0	0.0
> O=C1C=CC(=O)N1CCNc1ncc(C(F)(F)F)cc1Cl
  82.6	6.0	0.74	73.8*	-73.8	-4.5	-0.8	18.2	101.0	0.2
> Cc1cccc2cc(CN(CCCO)C(=O)Nc3ccc(Cl)cc3)c(=O)[nH]c12
  96.3	2.0	0.97	-18.9	18.9	-0.7	0.2	5.3	102.0	0.2
> Cc1ccc(CNC(=O)CNS(=O)(=O)c2ccc3nc(C)sc3c2)cc1
  96.2	9.6	0.98	-14.8	14.8	2.2	3.8	2.6	95.3	-0.3
> CN(C(=O)CN1CCC(NC(=O)C2CCCCC2)CC1)C1CCCCC1
  100.0	0.1	0.84	-2.3	2.3	-3.3	-0.1	0.0	100.2	-0.4
> CCOC(=O)Cc1nc2cc(Cl)ccc2o1
  111.4	-1.9	1.14	-27.7	27.7	0.0	2.5	-14.6	104.6	-0.3
> CCNC(=S)N/N=C(\C)c1ccc2ccccc2c1OC(F)F
  91.4	9.8	0.97	-16.4	16.4	-4.0	3.0	9.1	93.8	0.0
> O=C(N/C(=C/c1ccc(Br)cc1)C(=O)N1CCCC1)c1ccccc1F
  102.2	19.3	0.94	3.6	-3.6	-4.6	0.0	-2.5	86.3	0.0
